Luciferase inh – inhibitors of firefly (Photinus pyralis) luciferase. purified P. pyralis luciferase, luminescence, biochemical. Potency, µM (highest dose often 115 µM), inactives show at the top dose activity change, negative = inhibition, usual class: inhibitors. AID 1347043. 76,000 compounds, 2.5% hits; also: potency is read from the fitted curve at half-maximal effect; nearly all actives have a fitted effect of over 65% in size
Target sequence (P08659 whole entry, looked up): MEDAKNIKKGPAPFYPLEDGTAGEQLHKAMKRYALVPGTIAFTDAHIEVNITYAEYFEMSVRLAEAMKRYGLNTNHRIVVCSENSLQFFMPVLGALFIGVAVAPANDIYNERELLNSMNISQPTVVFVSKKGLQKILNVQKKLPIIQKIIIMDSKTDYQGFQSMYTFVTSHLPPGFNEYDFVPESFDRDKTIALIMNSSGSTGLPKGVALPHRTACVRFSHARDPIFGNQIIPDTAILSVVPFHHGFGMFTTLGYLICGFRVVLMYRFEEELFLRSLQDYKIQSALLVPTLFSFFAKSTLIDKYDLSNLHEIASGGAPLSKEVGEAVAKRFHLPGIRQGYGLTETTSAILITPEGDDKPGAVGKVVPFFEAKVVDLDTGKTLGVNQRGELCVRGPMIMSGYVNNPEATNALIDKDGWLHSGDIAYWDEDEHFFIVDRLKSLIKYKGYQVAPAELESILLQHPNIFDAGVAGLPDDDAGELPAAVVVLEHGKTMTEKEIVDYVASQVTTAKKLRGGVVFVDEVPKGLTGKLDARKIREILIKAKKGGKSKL
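FLuc 10nM, D-luciferin 10uM, ATP 10uM, Mg acetate 10mM, Tris acetate pH 7.5, Tween/BSA; cpd qHTS; enzyme added last; CCD luminescence.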
SNCA expr inhib – reduces expression of the alpha-synuclein gene; HEK-293 SNCA-luciferase knock-in, luminescence, 24 h; Potency, µM (top dose mostly 57.2 µM), for inactives: top-dose activity change, negative = inhibition, usual class: inhibitors; 140,000 compounds, 0.17% hits;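 also: potency is read from the fitted curve at half-maximal effect; plate controls were DMSO cells for no effect and cell-free wells for full effect; nearly all actives have a fitted effect of over 45% in size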
IP6K1 inhibitor – inhibitors of human IP6K1 | IP6K1 kinase, ADP-Glo luminescence, 2 h; hits give low values | activity change, % (series mostly up to about 58 µM) | 140,000 compounds, 0.81% hits | AID 1645851; in the data active = activity change below about -25%
Target sequence (Q92551 whole entry, looked up): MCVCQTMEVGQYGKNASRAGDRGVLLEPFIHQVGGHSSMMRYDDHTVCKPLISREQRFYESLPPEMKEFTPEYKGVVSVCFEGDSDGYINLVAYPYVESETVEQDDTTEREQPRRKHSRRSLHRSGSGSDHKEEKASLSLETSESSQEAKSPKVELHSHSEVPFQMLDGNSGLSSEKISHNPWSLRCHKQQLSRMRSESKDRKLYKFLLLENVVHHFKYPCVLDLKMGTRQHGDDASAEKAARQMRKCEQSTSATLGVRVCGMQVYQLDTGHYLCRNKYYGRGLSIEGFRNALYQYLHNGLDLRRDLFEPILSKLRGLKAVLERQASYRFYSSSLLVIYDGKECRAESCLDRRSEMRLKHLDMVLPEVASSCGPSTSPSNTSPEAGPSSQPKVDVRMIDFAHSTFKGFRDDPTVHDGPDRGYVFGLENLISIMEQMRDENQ
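ADP-Glo luminescence measures ADP made by human IP6K1 during a 2 h RT reaction with ATP/IP6 (mix at 1.3 mM/130 uM); top library doses 57.5 and 19.1 uM final.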
NIH3T3 tox – cytotoxic compounds in NIH 3T3 cells; NIH 3T3 viability, CellTiter-Glo ATP luminescence, 48-72 h; 94,000 compounds, 4.3% hits; Potency, µM (highest dose often 96.7 µM), without a hit: at the top dose activity change, negative = cytotoxicity, actives largely listed as inhibitors; also: potency is read from the fitted curve at half-maximal effect; nearly all actives have a fitted effect of over 55% in size
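NIH 3T3 cells at 400 cells/well received 23 nL of compound by pintool and were incubated 48 or 72 h at 37 °C. Viability was read as ATP-coupled CellTiter-Glo luminescence.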
HEK293 viab – cell viability loss counter-screen; HEK-293-SNCA-luc viability, GF-AFC fluorescence, 24 h; Potency, µM (titrated, usually from 57.1 µM), for inactives: at the top dose activity change, negative = cytotoxicity, hits mostly cytotoxic; 150,000 compounds, 0.12% hits; AID 1671193;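 also: potency is read from the fitted curve at half-maximal effect; 0% = DMSO-treated cells and -100% = medium-only wells without cells; nearly all actives have a fitted effect of over 30% in size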
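Cytotoxicity counterscreen: after 24 h compound treatment of genome-edited SNCA-luciferase HEK-293 cells, live-cell protease substrate GF-AFC read by fluorescence after 30 min; activity scaled between DMSO (0%) and medium-only (-100%), curves Hill-fitted.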
GPT2 inh – inhibitors of human GPT2 alanine aminotransferase; Q8TD30; Recombinant GPT2, coupled pyruvate oxidase/HRP Amplex Red fluorescence; Potency, µM (titrated, usually from 57.7 µM), for the others: at the highest dose activity change, negative = inhibition, actives largely listed as inhibitors; 100,000 compounds, 0.25% hits; also: potency is read from the fitted curve at half-maximal effect; nearly all actives have a fitted effect of over 60% in size; many of its hits are not listed in these tables
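GPT2 10ng/uL, a-KG 250uM, L-Ala 2mM, HEPES pH7.5 + 0.0001% Tween; 30 min RT. Then Amplex mix (PO/HRP/ThPP), 30 min RT dark, fluorescence. AOA 50uM used as positive control.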
HEK cytotox – HEK 293 cell cytotoxicity; HEK 293 viability, ATP luminescence (CellTiter-Glo), 48-72 h; Potency, µM (series often up to 115 µM), without a hit: top-dose activity change, negative = cytotoxicity, most hits filed as inhibitors; 94,000 compounds, 6.6% hits; also: potency is read from the fitted curve at half-maximal effect; nearly all actives have a fitted effect of over 60% in size
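HEK 293 seeded at 250 cells/well receive compound via pintool. After 48 or 72 hr at 37 degree Celsius, 5% CO2 and 95% humidity, CellTiter-Glo is dispensed and luminescence read following 10 min at room temperature.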
An asterisk follows results filed as active; i = inactive; u = inconclusive; x = no result given; & = joins results of further samples; [ ] = another dose, or the depositor's remark. Unless noted, calls follow the shape of the dose curve; as a rule, active = well fitted curve in the direction sought with a large enough effect; inconclusive = small, poorly fitted or top-dose-only effect, or another doubt; inactive = no such curve, though single readings can be large; an effect the other way counts as inactive or inconclusive. Unless noted, % is scaled to controls: 0 for no effect and ±100 for the full control effect.

SMILES | Luciferase inh | SNCA expr inhib | IP6K1 inhibitor | NIH3T3 tox | HEK293 viab | GPT2 inh | HEK cytotox
O=C(c1noc2c1CCCCC2)N1CCN(c2cccc(Cl)c2)CC1 | x | -14% | 5 | x | 2% | x | x
O=C(NC1CCCN(c2ccc3nnc(C4CC4)n3n2)C1)c1cccnc1 (centres undefined) | x | x | 18 | -26% | x | x | -4%
CN(C(=O)c1oc(=O)c2ccccc2c1-c1ccccc1)c1cccc(Cl)c1 | x | u | 20 | x | -24% | x | x
Nc1cc(C(Cl)=C(Cl)Cl)c(S(N)(=O)=O)cc1S(N)(=O)=O | x | -13%[25.6 µM] | -2 | x | -7%[23.9 µM] | -5% | x
COC[C@H]1CCCN1[C@@H]1[C@H](O)[C@H](CO)O[C@@H]1CNCc1ccc(F)cc1 | -21%[172 µM] | -2%[87.6 µM] | 3 | -6%[174 µM] | -1%[87.6 µM] | i | -23%[172 µM]
CCc1nn(CC(=O)N2CCN(c3cccc(C(F)(F)F)c3)CC2)c(=O)c2cc3occc3n12 | x | 32%[activator] | -3 | x | 3% | x | x
COc1ccccc1CNC(=O)CCC(=O)N1Cc2ccccc2Oc2ncccc21 | x | u | 5 | x | 13% | x | x
O=C(CCC1CCN(S(=O)(=O)c2ccccc2)CC1)Nc1ccccc1 | x | 12% | 1 | u | -12% | i | u
COc1cccc(-c2cccc(C(=O)N3CCCC3C(=O)N3CCN(C)CC3)c2)c1 (centres undefined) | x | x | 8 | -17% | x | x | -20%
CCOc1cc(CN2CCC(C)(c3noc(C4CCOCC4)n3)CC2)ccc1O | 4% | -13% | -3 | 2% | 1% | i | -3%
COc1cc(OC)c(OC)cc1CN1CCc2nc(N3CCN(c4ccccc4F)CC3)ncc2C1 | x | 5% | 18 | x | 3% | x | x
Cc1ccc(-n2nc3ccc(NC(=O)COc4ccccc4)cc3n2)cc1Cl | x | 25% | 19 | x | -9% | x | x
COc1cccc(CC(=O)N2CCC(N3CC(OCC4CC4)C34CCOCC4)CC2)c1 (centres undefined) | 7% | 14% | 10 | 4% | -14% | i | -9%
CCCCOc1ccc(CN2C[C@@H]3C(=O)N(C)C(=O)[C@@H]3C2)cc1 | 28µM* | 44%[activator] | -1 | -8% | 1% | -7% | u
O=C(c1ccc2c(c1)OCO2)N1CCN(c2cc(-c3ccc(Cl)cc3)[nH]n2)CC1 | -6% | 8% | 7 | u | 6% | -6% | u
O=C1Nc2ccc(Br)cc2C(=O)N2CCN(C(=O)C3CCCCC3)C[C@H]12 | 2%[172 µM] | 14%[87.6 µM] | 11 | -2%[174 µM] | -4%[87.6 µM] | i | 5%[172 µM]
O=C1NC2(CCCN(Cc3ccc(F)cc3)C2)Oc2ccccc21 (centres undefined) | 0%[172 µM] | -8%[87.6 µM] | 3 | u | 2%[87.6 µM] | -9%[88.5 µM] | u
Cc1nc(C2CCCN(C(=O)Cc3ccncc3)C2)cc(N2CCOCC2)n1 (centres undefined) | 0% | -11% | 37 | -14% | -24% | -24% | -8%
O=C1CC2(CCN(Cc3ccsc3)CC2)Oc2ccccc21 | 45µM* | 132%[activator][87.6 µM] | 11 | u | 10%[87.6 µM] | -2%[88.5 µM] | u
Cc1cccc(CN2C(=O)N(c3ccc(C(C)C)cc3)S(=O)(=O)c3ccccc32)c1 | x | 9% | 10 | x | 6% | x | x
COc1ccc(-c2ccc3nnc(CNC(=O)c4ccccc4F)n3n2)cc1 | -1% | 11% | -4 | -21% | -4% | 0% | -23%
O=C(CCc1cn2ccccc2n1)N[C@H]1[C@@H]2CCO[C@@H]2[C@@H]1C1CCCC1 | 8% | 2% | 3 | -5% | 10% | 1% | i
O=C1CCN(C(=O)[C@@H]2CCCN2S(=O)(=O)c2ccccc2)CCCCCCN1 | -8% | 16% | 1 | u | -5% | i | -9%
CNC(=O)CCCN1C(=O)CCn2nc(-c3cn(C)c4ccccc34)cc21 | x | 44%[activator] | -7 | x | 6% | x | x
Cc1ccc(C(c2ccccc2)c2c(C)[nH]c3ccccc23)s1 (centres undefined) | x | u | -11 | x | -13% | x | x

Sorted by SMILES length (falling): part of the list above.
SMILES | Luciferase inh | SNCA expr inhib | IP6K1 inhibitor | NIH3T3 tox | HEK293 viab | GPT2 inh | HEK cytotox
COC[C@H]1CCCN1[C@@H]1[C@H](O)[C@H](CO)O[C@@H]1CNCc1ccc(F)cc1 | -21%[172 µM] | -2%[87.6 µM] | 3 | -6%[174 µM] | -1%[87.6 µM] | i | -23%[172 µM]
O=C(NC1CCCN(c2ccc3nnc(C4CC4)n3n2)C1)c1cccnc1 (centres undefined) | x | x | 18 | -26% | x | x | -4%
O=C(c1noc2c1CCCCC2)N1CCN(c2cccc(Cl)c2)CC1 | x | -14% | 5 | x | 2% | x | x

Back to the main list, repeating the 4 entries before the break.
SMILES | Luciferase inh | SNCA expr inhib | IP6K1 inhibitor | NIH3T3 tox | HEK293 viab | GPT2 inh | HEK cytotox
O=C(CCc1cn2ccccc2n1)N[C@H]1[C@@H]2CCO[C@@H]2[C@@H]1C1CCCC1 | 8% | 2% | 3 | -5% | 10% | 1% | i
O=C1CCN(C(=O)[C@@H]2CCCN2S(=O)(=O)c2ccccc2)CCCCCCN1 | -8% | 16% | 1 | u | -5% | i | -9%
CNC(=O)CCCN1C(=O)CCn2nc(-c3cn(C)c4ccccc34)cc21 | x | 44%[activator] | -7 | x | 6% | x | x
Cc1ccc(C(c2ccccc2)c2c(C)[nH]c3ccccc23)s1 (centres undefined) | x | u | -11 | x | -13% | x | x
CCC1=C(C(=O)OC)C(c2cccc(C)c2)N2C(CC(=O)N3CCOCC3)=CSC2=N1 (centres undefined) | -16% | 3% | 11 | -24% | -15% | -11% | -32%
O=C1NCC2(CCCN(C(=O)c3cn[nH]c3-n3cnnn3)C2)O1 (centres undefined) | 2% | -10% | 32 | i | 1% | i | 2%
CC(C)NC(=O)NCC1CCCN(Cc2ccc3c(c2)OCCO3)C1 (centres undefined) | 14% | -18% | 9 | 2% | 7% | -15% | 4%
CSc1ccc(CNC(=O)c2nnn3c2COC(c2ccc(F)cc2)C3)cc1 (centres undefined) | -3% | 11% | -3 | -1% | -4% | i | -22%
C[C@@H]1O[C@@H](O[C@H]2[C@H](OC(=O)[C@]34CCC(C)(C)C[C@H]3C3=CCC5[C@@]6(C)CC[C@H](O[C@@H]7O[C@H](CO[C@@H]8OC[C@H](O)[C@H](O)[C@H]8O)[C@@H](O)[C@H](O)[C@H]7O)C(C)(C)C6CC[C@@]5(C)[C@]3(C)C[C@H]4O)OC[C@@H](O)[C@@H]2O)[C@H](O)[C@H](O[C@@H]2OC[C@](O)(CO)[C@H]2O)[C@H]1O[C@@H]1OC[C@H](O)[C@H](O[C@@H]2OC[C@@H](O)[C@H](O)[C@H]2O)[C@H]1O (some centres undefined) | x | x | -6 | x | -20%[12.5 µM] | 4%[11.5 µM] | x
CC1=C(c2ccc(F)cc2)S(=O)(=O)NC1=NCc1ccccc1Cl | x | 3% | 0 | x | -7% | x | x
c1cc(-c2cc(-c3ccncc3)c3cncn3c2)c2[nH]ncc2c1 | -6%[172 µM] | u | -5 | -45%[138 µM] | -17%[87.6 µM] | -30%[88.5 µM] | -45%[172 µM]
Fc1ccc(C2Cn3nnc(-c4nc(-c5cccc(C(F)(F)F)c5)no4)c3CO2)cc1 (centres undefined) | 11% | 16% | -12 | 2% | -1% | 1% | 10%
CN(C)c1ccc(C(=O)N2CCCC(Cc3noc(-c4ccncc4)n3)C2)cc1 (centres undefined) | -21% | 26% | -4 | -28% | -15% | i | u
CC(=O)N[C@@H]1CN(Cc2cccc(C#N)c2)C[C@H]1CO | 0% | 7% | 7 | -12% | 0% | 2% | -16%
COC(=O)CN1C(=O)[C@@H]2C[C@@H](O)CN2C2(CN(C3CCOCC3)C2)C1=O | -11%[172 µM] | -13%[87.6 µM] | -8 | -14%[174 µM] | 4%[87.6 µM] | 2%[88.5 µM] | 1%[172 µM]
COc1ccc(NC(=O)C(Cc2ccccc2)n2cccc2)cc1OC (centres undefined) | x | -22% | -4 | x | 2% | x | x
O=C(Nc1ccc(Cl)c(C(F)(F)F)c1)C(Cc1ccccc1)NS(=O)(=O)c1cccc2nsnc12 (centres undefined) | x | 2% | 5 | x | 1% | x | x
O=C(NCc1ccc(F)cc1)C1=NOC2CN(C(=O)Nc3cccnc3)CC12 (centres undefined) | x | -4% | 6 | -6% | -3% | -4% | -22%
COc1cc2nc(C)n(CC(=O)NC3CCCc4c3[nH]c3ccccc43)c(=O)c2cc1OC (centres undefined) | 1% | -10% | -8 | u | -20% | i | u
CC(=O)N1CCC2(C1)OC(=O)Nc1ccccc12 (centres undefined) | -3%[172 µM] | -10%[87.6 µM] | 8 | -5%[138 µM] | -6%[87.6 µM] | i | 1%[172 µM]
O=C(NC1CN(c2ccnc3ccnn23)C1)c1ccc(F)cc1 | x | -1%[87.6 µM] | -3 | -26%[138 µM] | 0%[87.6 µM] | -18%[88.5 µM] | u
CNCCC(Oc1ccccc1OC)c1ccccc1 (centres undefined) | x | -14% | 0 | x | 0% | 0%&3% | x
COC(=O)C1=C(C)N=C2SC=C(CC(=O)N3CCCC3)N2C1c1ccc(OC)cc1 (centres undefined) | -3% | 24% | 1 | -5% | 8% | i | u

Screening data: PubChem, National Center for Advancing Translational Sciences (NCATS)
